Screening data: PubChem BioAssay, NCI
All columns: NCI-60 one-dose screen, growth in % after 48 h at 10 µM unless noted; 100 = growth as untreated, 0 = no growth, -100 = all killed.
HL-60(TB): HL-60(TB) leukemia cells; 78,000 tested, 9% active; active = growth percent below 10
* hit, by the source's call; & = joins results of further samples. Some of the compounds tested; the hit share may differ from the screen's.

entry	Compound	HL-60(TB)
1	O=c1c2cccc3c(Nc4ccccn4)ccc(c32)c2nc3ccccc3n12	62.3
2	CCC(C)CCC=C(C)C (stereo unspecified)	101.8
3	Clc1ccc(Sc2ccc(Cl)cc2)cc1	39.4
4	CCCCOCCOC(=O)CCN1CC1	104.4
5	COc1ccc(C(=O)COc2ccc(/C=C3\COc4ccc(OC)cc4C3=O)cc2)cc1	59.4
6	OC1CCN(CCCOc2c3ccccc3nc3c2oc2ccccc23)CC1	6.8*
7	Fc1ccc2nc(-c3nc(-c4ccccc4F)n4ccccc34)[nH]c2c1	97.5
8	CCCN1CCc2cc(OC)c(OC)cc2C1Cc1ccc(OC)c(OC)c1 (stereo unspecified)	94.7
9	C[C@@H]1CN(C(=O)CCOS(C)(=O)=O)[C@@H](C)CN1C(=O)CCOS(C)(=O)=O	92.5
10	CN1CCN(Cc2ccc(NC(=O)c3cncc(C#Cc4c(N)ncc5cc(F)ccc45)c3)cc2C(F)(F)F)CC1	-46.2*
11	O=C(CCc1ccco1)NC1CCN(CC2(c3ccc(Cl)cc3)CCC2)CC1	-42.7*
12	NC(=O)C(c1ccccc1)N1CCCCC1 (stereo unspecified)	127.7
13	NC1CCN(c2c(F)cc3c(=O)c(C(=O)O)cn(C4CC4)c3c2Cl)C1 (stereo unspecified)	113.0
14	c1ccc(CNc2nc(-c3ccccc3)[nH]c2-c2ccccc2)cc1	104.4
15	O=C(O)Cc1ccc2ccccc2c1Br	66.0
16	CN(C)CCN(Cc1ccccc1)c1ccc2ccccc2n1	89.7
17	CCCc1cc2c(OC)cc(-c3c(CC4OCCO4)cc4oc5ccccc5c(=O)c4c3O)c(O)c2c(=O)n1C	100.6
18	COc1ccc(N=Nc2sc(=O)n(Cc3ccccc3)c2S)cc1	104.6
19	CC1(C)[C@@H](OC2CC(O)C(O)C(CO)O2)CC[C@]2(C)[C@H]3C(=O)C=C4[C@@H]5C[C@@](C)(C(=O)O)CC[C@]5(C)CC[C@@]4(C)[C@]3(C)CC[C@@H]12 (stereo partly specified)	100.3
20	NC(=O)NC(CC(=O)O)C(=O)O (stereo unspecified)	92.5
21	O=C(O)c1cccc(S(=O)(=O)Cl)c1	97.2
22	CC(C)c1ccc(/C=C(\C#N)c2cc3ccccc3[nH]2)cc1	94.1
23	CCCCCCCCCCCCCCCCN=Cc1ccc(Cl)c(Cl)c1	93.8
24	CC(=N)C1=C(O)COC1=O	12.4
25	Clc1nc2ccccc2cc1-c1nc2ccccc2o1	92.6
26	O=C1OC(c2ccccc2)(c2ccc(O)cc2)c2ccccc21 (stereo unspecified)	98.6
27	CC1CC2(C)C(=CC1=O)CCC1C3CCC(C)(O)C3(C)CC(O)C12F (stereo unspecified)	90.9
28	Cc1nnc(/N=C2\NC(=O)/C(=C/c3c(F)c(F)c(F)c(F)c3F)S2)s1	117.3
29	Cc1cc(N2CCCCC2)nc(NCc2cc(Nc3ccnc4cc(Cl)ccc34)ccc2F)n1	-65.7*
30	COc1ccc(/C=C2\N=C(c3cccnc3)N(c3ccccc3)NC2=O)cc1	95.0
31	NC(=O)c1[nH]cnc1/N=N/N(CCO)Cc1ccccc1	63.1
32	C/C(=C\CSCC(=O)NC(Cc1ccc(O)c(O)c1)C(=O)O)CCCC(C)CCCC(C)CCCC(C)C (stereo unspecified)	96.8
33	Cn1c(SCC(=O)c2ccc([N+](=O)[O-])cc2)nc2ccccc2c1=O	92.6
34	CC(C)=CC(=O)N[C@@H]1CC2CCC3C(CC[C@@]4(C)C3CC[C@@H]4C(C)N(C)C)[C@@]2(C)C[C@@H]1O (stereo partly specified)	-63.8*
35	COc1ccc(Nc2cnc3cc(NC(=O)NC4CCCCC4)ccc3n2)cc1	100.6
36	Cc1ccc(S(=O)(=O)Nc2ccc3nc(NC(=O)c4ccco4)sc3c2)cc1	100.8
37	COc1ccc(-c2nc(-c3ccc(-c4nc5ccc(OC)cc5[nH]4)cc3)no2)cc1	88.5
38	Cc1ccc(N2CCN(C(=S)Cc3ccccc3)CC2)cc1	85.8
39	O=C(CCCCC(=O)OC1CS(=O)(=O)CC1Cl)OC1CS(=O)(=O)CC1Cl (stereo unspecified)	106.1
40	O=C1/C(=C\c2cn(C(=O)c3c(Cl)cccc3Cl)c3ccccc23)c2ccccc2N1C(=O)c1c(Cl)cccc1Cl	109.7
41	OCCOCCOCc1ccccc1	113.5
42	Nc1ncnc2[nH]c(=O)[nH]c12	139.7
43	Nc1ccc(C(=O)OCCCN(C2CCCCC2)C2CCCCC2)cc1	99.7
44	COc1cc2oc(-c3cccc(NC(=O)c4cc(NC(=O)[C@H](C)NC(=O)OC(C)(C)C)ccc4C)c3)cc(=O)c2c(OC)c1OC	62.6
45	N#Cc1ccc(O)cc1	91.6
46	OCCOc1c(Cl)c(Cl)c(Cl)c(Cl)c1Cl	79.6
47	O=c1oc2ccccc2cc1-c1nnc(SCc2ccccc2)o1	60.1
48	Cc1ccc(-c2nc(NS(=O)(=O)c3ccccc3)nc(Cl)c2C#N)cc1	88.8
49	CC(C)CC(C(=O)O)C(=O)O	116.9
50	CCN(CC)C(Cl)=Nc1ccc(Cl)cc1	99.3

(next part)
entry	Compound	HL-60(TB)
51	Cc1nn(CC(O)c2ccccc2)c(N)c1C(=O)N/N=C\c1ccc(OC(F)F)c(OC2CCCC2)c1 (stereo unspecified)	93.9
52	CNC(=O)N(C)C(=O)c1ccccc1C(=O)N(C)C(=O)NC	99.5
53	O=C(NNc1ccccc1)C1CCCN1 (stereo unspecified)	9.4*
54	COc1cc(C=C2C(=O)N(C)C(=O)N(C)C2=O)cc(CN2CCCC2)c1O	97.6
55	O=C(Nc1ccc(Br)cc1F)c1cc(F)ccc1O	-19.7*
56	Cc1cc[n+](CC(=O)c2ccc3ccccc3c2)cc1	97.7
57	CC(=O)NCc1c(C)c(C)c(CNC(C)=O)c(C)c1C	107.2
58	Oc1cccc(O)c1	109.1&94.6
59	N#CN=CN1CC2CCC(CC2)C1	103.6
60	C=C1CC[C@@H]2[C@](C)(COC(C)=O)[C@H](OC(C)=O)CC[C@@]2(C)[C@@H]1CC(Nc1ccc(S(=O)(=O)NC(C)=O)cc1)C1=CCOC1=O (stereo partly specified)	-31.1*
61	c1cnc2[nH]c3cc4c(cc3c2c1)OCO4	78.4
62	COc1cc(C=C2c3ccccc3C(=O)c3ccccc32)ccc1OCCCCOc1cc2c(cc1OC)C(=O)N1CCCC1C=N2 (stereo unspecified)	-21.3*
63	COc1ccc(/C(C)=C(\c2ccc(Cl)cc2)c2ccc(OCCN3CCCCCC3)cc2)cc1F	-15.4*
64	COc1cc(-c2nc3ccc([N+](=O)[O-])cc3[nH]2)ccc1OCC(=O)NN	88.4
65	O=C1CCCCC(=O)[C@H]2CC3(CO[C@@H]2CO1)OCCO3	96.8
66	O=[N+]([O-])c1cccc(Cn2cnc3c(=S)nc[nH]c32)c1	106.9&112.2
67	COc1ccc(Nc2nnc(-c3c[nH]c4ccccc34)o2)cc1	29.8
68	Cc1ccc(Br)c([N+](=O)[O-])c1	45.8
69	C=CCN1C(=O)/C(=C\C(=O)OCC)S/C1=N/NC(=O)COc1cc(=O)n(C)c2ccccc12	102.3
70	Cn1cc(-c2ccc3cc(-c4ccc(CC(=O)Nc5cc(C(C)(C)C)nn5C)cc4)cnc3c2)cn1	25.2
71	O=C1OC(=O)[C@@H](c2ccccc2)[C@@H]1c1ccccc1	98.7
72	COc1ccc(Nc2ccnc(NCCNc3ccnc4cc(Cl)ccc34)n2)cc1	39.0
73	O=C1c2ccccc2Cc2cccc(Cl)c21	39.5
74	O=c1c2ccccc2c2ccccc2c(=O)n1-c1c(Cl)cc(Cl)cc1Cl	97.5
75	CCNC(=O)Nc1ccc(NC(=O)c2[nH]c(C)c(Cl)c2Cl)c(OC)c1	92.9
76	O=C1Nc2cc(Cl)ccc2/C1=C\c1ccc(OCC(=O)c2ccc(Br)cc2)cc1	46.2
77	CCOc1nc2c(N)ncnc2n1CC1CCC1	100.9
78	Oc1ccccc1-c1nc2ccccn2c1NCCN1CCOCC1	101.7
79	O=C1NC(=C(Cl)Cl)/C(=N/S(=O)(=O)N2CCCCC2)N1	-70.3*
80	CC1(O)c2ccccc2N2C(=O)NC(=O)C23C=CC1O3 (stereo unspecified)	85.8
81	Cc1nn2c(-c3nc4cc(Cl)c(F)cc4[nH]3)c(-c3ccc(F)cc3)nc2s1	92.8
82	O=C(Nc1cccc(S(=O)(=O)F)c1)Oc1ccc([N+](=O)[O-])cc1	118.4
83	O=C(NC(=S)N1CCCC1)c1ccccc1	94.3
84	Oc1c(Cl)cc(Cl)c(Cl)c1CNCCNCc1c(O)c(Cl)cc(Cl)c1Cl	-10.5*
85	CC(O)C(=O)NCCc1ccccc1 (stereo unspecified)	80.6
86	C#C[C@@H]1CC2Cc3ccc(Cl)c(C)c3N1O2 (stereo partly specified)	94.0
87	C=CC(C)(C)n1cc(C2=C(O)C(=O)C(c3cn(C(C)(C)C=C)c4ccccc34)=C(O)C2=O)c2ccccc21	69.4
88	COc1ccc(-c2cnc3sc4ccc(C)cc4n23)cc1	80.6
89	CNC(=O)Oc1ccc([N+](C)(C)C)c2c1CCCC2	108.0
90	Cc1ccc(Nc2ccc(Nc3ccc(C)cc3S(=O)(=O)O)c3c2C(=O)c2ccccc2C3=O)c(S(=O)(=O)O)c1	99.4
91	O=[N+]([O-])c1ccc2ncccc2c1Cl	11.6
92	CN1C(=O)/C(=C\c2nc([P+](c3ccccc3)(c3ccccc3)c3ccccc3)c(N3CCOCC3)o2)SC1=S	-15.1*
93	Nc1cccnc1/C=N/NC(=S)NCCNC(=O)c1ccc(-n2nc(-c3ccccc3O)nc2-c2ccccc2O)cc1	-8.6*
94	C/C(=N\O)c1ccc(NC(=O)CSc2nnc(-c3cc(-c4ccc(S(C)(=O)=O)cc4)nc4ccccc34)n2-c2ccccc2)cc1	84.0
95	CCOC(=O)c1[nH]cnc1/N=N/N(C)CCO	109.4
96	CCCCCCCCCCCCNCc1ccccc1	74.3
97	CCOC(=O)c1cnc2c(N=Nc3ccc(OC)cc3)c(N)nn2c1N	96.2
98	Cc1[nH]c(C(=O)Nc2ccccc2OCc2cccc(C(=O)NC3CCCNC3)c2)c(Cl)c1Cl (stereo unspecified)	-53.9*
99	COC(=O)c1cccnc1Nc1ccc(N2C(=O)C=CC2=O)cc1	99.6
100	CC(=O)Oc1c(Cl)cccc1-c1ccccc1	99.6

Remaining list, next part.
entry	Compound	HL-60(TB)
101	Cc1ccc2nc(Nc3nc(C)c(C(=O)Nc4ncccn4)c(-c4ccc(F)cc4)n3)sc2c1	90.8
102	O=C(/C=C/c1cc2ccccc2[nH]c1=O)/C=C/c1cc2ccccc2[nH]c1=O	24.7
103	CN1C(=O)NC2(CCCC2)C1=O	116.5
104	CCCCS(=O)(=O)Nc1ccc(Cl)cc1	119.9
105	O=C(Nc1ccc(N2CCNCC2)cc1)c1[nH]ncc1Nc1cc(C2CC2)ncn1	67.9
106	Nc1ncnc2c1cnn2C1CCCCC1	102.7
107	Cc1ccc(/C=C2\SC(=O)N(Cc3cc4ccccc4nc3Cl)C2=O)cc1	103.1
108	O=[N+]([O-])c1ccc(N/N=C/c2cccnc2)cc1	37.4
109	CN1C(N2CCN(S(=O)(=O)c3ccccc3)CC2)=NS(=O)(=O)c2ccccc21	115.9
110	COc1ccc(OC)c(/C=C/c2nnc(Nc3ccc(Cl)cc3)s2)c1	82.7

Part of the list above, reformatted.
102: O=C(/C=C/c1cc2ccccc2[nH]c1=O)/C=C/c1cc2ccccc2[nH]c1=O
  HL-60(TB) = 24.7
103: CN1C(=O)NC2(CCCC2)C1=O
  HL-60(TB) = 116.5
104: CCCCS(=O)(=O)Nc1ccc(Cl)cc1
  HL-60(TB) = 119.9
105: O=C(Nc1ccc(N2CCNCC2)cc1)c1[nH]ncc1Nc1cc(C2CC2)ncn1
  HL-60(TB) = 67.9

The results go on.
entry	Compound	HL-60(TB)
111	NS(=O)(=O)c1ccc(Nc2nc(SCC(=O)c3ccccc3)nc3c2CCCC3)cc1	102.4
112	O=C1c2cccc3c(Br)ccc(c23)C(=O)N1CC1CO1 (stereo unspecified)	100.5
113	COc1cc(-c2nc3cc(Cl)c(Cl)cc3[nH]2)ccc1OCC(=O)N=Nc1c(O)[nH]c2ccc([N+](=O)[O-])cc12	94.9
114	COC(=O)C(N)CCCN=C(N)NC(=S)Nc1ccc(Cl)cc1 (stereo unspecified)	130.1
115	COc1ccc(-c2nc3ccccc3n2CC(=O)N=Nc2c(O)[nH]c3ccc(Cl)cc23)cc1	81.1
116	O=C1/C(=C/c2ccccc2)CN(C(=O)C(Cl)Cl)C/C1=C\c1ccccc1	-15.3*
117	O=C1/C(=C/c2ccccc2[N+](=O)[O-])Oc2ccc(O)cc21	24.3
118	O=C1CCC(NNS(=O)(=O)c2ccccc2)N1 (stereo unspecified)	99.8
119	CN(C)CCc1ccc([N+](=O)[O-])cc1	99.6
120	Cc1ccc(S(=O)(=O)n2ccnc2)cc1	123.5
121	CCCCCCCCOC(=O)c1c(C)[nH]c(/C=C2\N=C(c3ccc[nH]3)C=C2OC)c1C	5.0*
122	Oc1[nH]c2cc(Cl)ccc2c1/C=c1/cc2c(c(-c3ccc(F)cc3)n1)=Nc1ccccc1-2	97.7
123	Cc1ccc(-c2nc(Nc3ccc(S(N)(=O)=O)cc3)c3ccccc3n2)cc1	24.9
124	CCOC(=O)CNC(=O)Nc1ccc2c(ccn2C(=O)c2cccc(F)c2)c1	81.1
125	O=C(O)c1cn(C2CC2)c2cc(N3CCN(Cn4nc(-c5ccc6ccccc6c5)oc4=S)CC3)c(F)cc2c1=O	103.4
126	O=C1NC(=O)C(O)(O)C(=O)N1	95.0
127	NC1=NC2(CS1)CSC(N)=N2	103.4
128	CCOC(=O)C1=C(c2ccccc2)N=c2s/c(=C/c3ccc(Br)cc3)c(=O)n2C1c1ccc(Br)cc1 (stereo unspecified)	83.4
129	CC(=O)Oc1c(Br)c(Br)c(Br)c(Br)c1Br	96.6
130	COc1ccc(-n2nc(C(=O)Nc3cc(OC)c(OC)c(OC)c3)nc2-c2cc(OC)c(OC)c(OC)c2)cc1	86.5
131	C=CCn1c(SC/C(=N\O)c2ccccc2)nnc1-c1cc(-c2ccc(Cl)cc2)nc2ccccc12	11.6
132	NCC(=O)NC(CC(=O)O)C(=O)O (stereo unspecified)	90.7
